Source: PubChem BioAssay
PDI turbidity – inhibitors of human protein disulfide isomerase. P07237. PDI insulin aggregation turbidity, A650, 90 min. inhibition, % at 10 µM. 350,000 tested, 0.052% active. AID 588391;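 active = mean inhibition across replicates of 30% or more, whatever share of single replicates reach that level; inconclusive = mean inhibition below 30% while every single replicate reaches 30%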;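 note: absorbance from insulin aggregation driven by PDI reduction with DTT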
Target sequence (P07237 whole entry, looked up): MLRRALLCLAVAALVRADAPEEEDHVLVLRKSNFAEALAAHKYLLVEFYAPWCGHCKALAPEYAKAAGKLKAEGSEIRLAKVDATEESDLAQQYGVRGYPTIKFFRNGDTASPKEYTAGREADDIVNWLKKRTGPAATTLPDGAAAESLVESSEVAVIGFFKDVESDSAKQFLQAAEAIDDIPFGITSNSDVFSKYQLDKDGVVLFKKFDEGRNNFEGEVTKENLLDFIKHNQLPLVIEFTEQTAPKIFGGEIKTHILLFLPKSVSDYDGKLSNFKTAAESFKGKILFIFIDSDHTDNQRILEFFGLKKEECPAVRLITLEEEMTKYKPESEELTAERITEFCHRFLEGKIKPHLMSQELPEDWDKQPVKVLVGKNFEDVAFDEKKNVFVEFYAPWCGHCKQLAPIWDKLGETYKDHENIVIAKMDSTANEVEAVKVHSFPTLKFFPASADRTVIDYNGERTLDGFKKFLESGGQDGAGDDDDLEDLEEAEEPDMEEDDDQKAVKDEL
MC4R ag barr – agonists of human melanocortin 4 receptor (MC4R) beta-arrestin; P32245; U2OS MC4R beta-arrestin complementation, luminescence; percent of melanotan II response, DMSO zero; activation, % at 8.9 µM; 360,000 tested, 0.98% active;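 active = activation above a per-plate cutoff, the mean activation of sample wells on that plate plus 3 SD, cut at about 8% in these data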
Target sequence (P32245 whole entry, looked up): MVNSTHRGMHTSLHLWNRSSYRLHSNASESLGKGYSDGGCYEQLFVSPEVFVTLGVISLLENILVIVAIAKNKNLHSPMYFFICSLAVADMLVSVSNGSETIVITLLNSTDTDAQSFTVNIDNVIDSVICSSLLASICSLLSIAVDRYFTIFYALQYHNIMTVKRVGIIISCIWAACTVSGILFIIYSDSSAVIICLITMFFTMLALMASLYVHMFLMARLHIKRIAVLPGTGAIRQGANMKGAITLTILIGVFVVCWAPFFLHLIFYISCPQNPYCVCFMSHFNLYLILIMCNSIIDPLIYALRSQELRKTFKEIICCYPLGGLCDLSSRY
ABCB6 inh MLPCN – blocks the human ABCB6 transporter; K562-ABCB6 porphyrin accumulation, flow cytometry, 1 h; stronger effect = lower value; fluorescence ratio to DMSO, % at 10 µM; 360,000 tested, 0.19% active;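 active = fluorescence ratio to DMSO below 75%, the collection mean minus 3 SD; inconclusive = too few cells collected in the well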;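 note: signal is porphyrin accumulated inside mitochondria; 100% equals median channel fluorescence of DMSO control wells; lower ratio means ABCB6 inhibition with less porphyrin fluorescence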
Vif inh – HIV Vif inhibition. HEK293T cells, Vif self-association by quenched fluorescence, imaging, 24 h. inhibition, % at 7.49 µM. 340,000 tested, 0.35% active. AID 602346; in the data active = inhibition above about 50%, passing the limit was not always enough; inconclusive = no clear call, values can overlap the other calls; inactive = below about 31%; note: some results filed as inactive read as strong as hits
m5-HT2A agonist – activates the mouse 5-HT2A serotonin receptor; AID 624169; activation, % at 7.6 µM; CHO-K1 mHTR2A beta-arrestin complementation, luminescence; percent of 30 µM serotonin response; 360,000 tested, 0.66% active;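 active = activation above a run cutoff, the mean activation of all tested compounds plus 3 SD, cut at about 14% in these data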;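 note: 0% = plate median of compound wells and 100% = 30 µM serotonin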
MC4R antagonist – blocks human MC4R cAMP signaling; P32245; MC4R-expressing cells, MTII-stimulated cAMP, LANCE TR-FRET; inhibition, % at 6.5 µM; 360,000 tested, 0.48% active;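 active = inhibition above its plate's cutoff, the mean of tested wells on that plate plus 3 SD, cut at about 29% in these data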;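 note: 0% = Melanotan II alone and 100% = Melanotan II plus saturating MCL0020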
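Material: human MC4R-expressing U2OS cells. Probe or stimulus: Melanotan II challenge. Dosing: 6.5 µM single dose. Times: 30-min compound, 1-h challenge, 1-h detection, room temperature. Technique: TR-FRET with Eu-cAMP and labeled anti-cAMP, 671 nm. Replication: singlicate.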
Cardio protect – modulators protecting cardiomyocytes from myocardial damage; protection from H2O2 cell death, % at 20 µM; 360,000 tested, 0.63% active; H9c2 cardiomyocytes, H2O2 injury protection, ATPLite, 2 h;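 active = compounds giving at least 50% protection of heart cells from peroxide-induced death in the single-dose screen, raw or plate-pattern-corrected value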;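 note: 0% = DMSO wells with peroxide and 100% = DMSO wells without peroxide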
Glyco luc inh – blocks N-linked glycosylation in D54 reporter cells. D54 ERlucT glycosylation luciferase reporter, 24 h; percent of 100 nM tunicamycin response. 360,000 tested, 0.23% active. reporter increase, % at 12.5 µM;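 active = mean luciferase reporter signal, scaled so untreated is 0 and the glycosylation-blocking control 100, at or above a set limit in every replicate; inconclusive = mean reaches the limit but not every replicate does; inactive = mean below the limit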;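 note: luciferase carries N-glycosylation sites so blocking glycosylation raises the light; 0% = median of neutral control wells and 100% = median of 100 nM tunicamycin wells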
CaV13 ICDI inh – Primary screen for inhibitors of IQ motif and Ca2+-dependent inactivation inhibitor domain binding in CACNA1D, Förster resonance energy transfer in living cells, …. HEK cells, CFP/YFP FRET ICDI-IQ, plate reader, 10 min; percent FRET-ratio fall versus neutral wells. 340,000 tested, 0.098% active. AID 743397. inhibition, % at 12.3 µM;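 active = mean replicate inhibition of at least 30% and at least 1% of replicates passing that level; inconclusive = only one of the two criteria is met; inactive = neither criterion is met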;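 note: 0% = median of the neutral control wells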
aDG glyco act – increases alpha dystroglycan glycosylation | AID 624168 | activation, % at 10 µM | Pro5-aDG cells, alpha-DG glycosylation AlphaScreen (IIH6); 0% Pro5, 100% B10-LARGE cell signal | 360,000 tested, 0.22% active;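 active = activation of at least 8% versus controls, or a plate z-score of at least 8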;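 note: Pro5 are CHO cells carrying HIG-tagged alpha-DG that lacks glycosylation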
Active calls of the source: *; u = inconclusive; x = no result given.

mol	PDI turbidity	MC4R ag barr	ABCB6 inh MLPCN	Vif inh	m5-HT2A agonist	MC4R antagonist	Cardio protect	Glyco luc inh	CaV13 ICDI inh	aDG glyco act
Cc1cc(C)nc(/N=C2\NC(=O)CC(C(=O)O)N2c2ccc(Cl)cc2)n1 (stereo not drawn)	2.9	-0.7	102.0	2.2	-3.6	4.8	-0.2	1.6	-4.7	0.1
CCOc1ccc2nc(COC(=O)c3ccco3)c(C(C)=O)[n+]([O-])c2c1	1.4	-0.4	93.0	6.4	4.9	1.1	7.7	-0.7	-1.1	-0.4
CCc1nc2c(OCc3ccc(F)cc3)cccn2c1N(C)C(=O)CC(C)C	2.5	-0.6	91.0	-7.2	-0.4	0.5	-2.9	-0.7	-7.4	0.6
NS(=O)(=O)c1ccc(NC(=S)Nc2ccc(C(=O)N3CCCCC3)cc2)cc1	-2.1	-1.3	99.0	4.5	5.2	3.3	-8.8	0.4	3.2	-0.1
COc1cc(C#Cc2c(-c3cncn3C)n(C)c3ccc(Br)cc23)cc(OC)c1	-0.6	0.1	103.0	-5.5	0.4	17.2	1.5	2.1	-5.5	5.0*
COC(=O)N/N=C\c1c(C)[nH]n(-c2ccccc2)c1=O	-2.4	-1.4	98.0	0.0	0.3	-2.9	-5.9	0.7	9.3	0.2
COC(=O)c1ccc(COc2ccccc2/C=C(\C#N)C(=O)Nc2c(C)cccc2C)cc1	0.2	-1.0	99.0	x	-1.6	0.6	12.6	36.7*	-2.5	0.1
CCCNC(=O)c1cc(-c2ccc3c(c2)OCO3)on1	6.5	-0.9	99.0	4.3	-0.5	4.6	-14.5	-14.3	-4.5	-0.1
Cc1cc(C)c(C#N)c(SCC(O)COc2ccc(Br)cc2)n1 (stereo not drawn)	-2.2	3.8	97.0	-1.0	7.6	11.4	7.9	-1.6	-6.8	0.0
CCC1(c2ccc(Cl)cc2)NC(=O)N(Cc2ccc(C(=O)OC)cc2)C1=O (stereo not drawn)	1.0	-0.1	97.0	-4.0	3.2	20.0	-6.4	0.9	-18.5	0.2
CCOc1ccc(NC(=S)Nc2cc(-c3ccccc3)[nH]n2)cc1	-2.8	-1.1	102.0	-4.0	-4.5	0.9	-5.8	-0.6	-7.9	0.3
CC(C)Oc1cccc(C(=O)C2CCCN(C(=O)c3csnn3)C2)c1 (stereo not drawn)	12.1	-2.1	101.0	2.2	14.0	0.7	7.5	1.8	0.5	0.2

Continued.
mol	PDI turbidity	MC4R ag barr	ABCB6 inh MLPCN	Vif inh	m5-HT2A agonist	MC4R antagonist	Cardio protect	Glyco luc inh	CaV13 ICDI inh	aDG glyco act
COc1ccc(OC)c(NC(=O)CSc2nnc(N)s2)c1	2.8	-2.5	93.0	-0.7	-2.8	7.0	-1.7	3.8	-5.0	0.0
CCn1c(=O)n(CC(=O)NCC2CCCO2)c(=O)c2c3c(sc21)CCCC3 (stereo not drawn)	-7.7	-2.5	100.0	16.4	-1.5	3.6	8.1	1.7	-15.1	0.3
CCCc1c(C)nn(C(=O)/C(C#N)=N/Nc2ccccc2[N+](=O)[O-])c1C	-5.3	-2.8	90.0	4.9	-3.5	-1.0	-7.4	-0.5	-4.5	-0.2
c1ccc(C2Nc3ccccc3-c3nc4ccccc4n32)nc1 (stereo not drawn)	21.0	-2.3	97.0	-1.3	-5.1	-2.8	-2.3	1.8	-4.4	1.0
O=C(COC(=O)C1CCN(c2ccc(C(F)(F)F)cn2)CC1)NC1CCCCC1	8.7	-2.3	97.0	-1.3	-1.8	16.1	0.2	3.7	-5.3	0.1
CC(C)(C)OC(=O)NNC(=O)c1ccc(Cl)cc1	1.1	-1.1	99.0	x	-2.8	9.8	9.3	3.1	x	0.6
O=C(c1cc2ccccc2c(=O)o1)N1CCCc2ccccc21	2.0	1.4	98.0	-0.8	2.3	3.3	12.4	0.4	x	0.6
COCc1cc(=O)n2[nH]cc(-c3ccccc3)c2n1	-7.1	0.8	91.0	-11.4	-1.4	-1.9	7.6	-1.2	-2.4	-0.2
CCOc1ccc2[nH]c(=O)c(CN(Cc3cccs3)Cc3nnnn3C(C)(C)C)cc2c1	-2.7	1.5	94.0	-1.0	-1.1	5.5	0.6	11.1	-9.0	0.1
CCN(CC)C(=O)COc1coc(CN2CCN(Cc3ccccc3)CC2)cc1=O	-6.9	-3.1	103.0	-4.4	-1.8	14.2	-4.7	0.2	-4.4	-0.2
COC(=O)[C@@H](NC(=O)NC1CCCCC1C)C(C)C (stereo partly drawn)	1.9	0.7	95.0	-11.5	1.1	5.7	8.4	0.9	-4.3	0.0
COc1ccc(C(=O)NCCc2ccccn2)cc1S(=O)(=O)Nc1ccc(Br)cc1	5.9	-1.8	100.0	-4.3	6.4	9.1	7.4	-1.1	-5.5	0.1

Next part
mol	PDI turbidity	MC4R ag barr	ABCB6 inh MLPCN	Vif inh	m5-HT2A agonist	MC4R antagonist	Cardio protect	Glyco luc inh	CaV13 ICDI inh	aDG glyco act
COc1ccc(/C=C2\N=C(c3ccccc3)N(c3ccc(C(=O)O)cc3)C2=O)cc1OC	-1.6	-3.0	107.0	10.5	3.7	-0.7	10.1	4.5	-2.7	0.1
CCCc1cc(=O)oc2cc(OC(=O)CN3C(=O)NC4(CCCC4)C3=O)ccc12	7.1	-3.8	80.0	10.8	-1.4	-3.1	61.1*	-0.7	-6.2	0.0
Cc1ccc(C)c(NC(=O)CN(C)C(=O)Cc2ccccc2)c1	-0.7	-1.2	99.0	-2.2	-4.8	1.6	15.3	0.7	-2.6	0.0
CCOC(=O)/C(C#N)=C/c1ccc(OCC(=O)Nc2ccc(C)c(C)c2)c(OC)c1	-4.6	2.6	99.0	10.9	-5.6	4.6	3.3	0.9	-3.5	0.0
COc1ccccc1-c1nnc(Sc2nc([N+](=O)[O-])nn2C)o1	-0.7	-0.5	110.0	-0.3	4.3	2.4	7.0	-15.9	-4.8	1.1
O=C(COC(=O)CNC(=O)c1ccco1)NCc1ccc(F)cc1	12.2	-1.5	96.0	0.5	-1.6	16.3	3.2	-1.0	3.6	0.0
COc1ccc(C(=O)COC(=O)c2cccnc2SC)cc1	2.2	-2.1	101.0	-6.2	4.3	14.1	-6.8	4.9	-0.5	0.1
O=C1CC(=C(c2ccccc2)c2ccccc2)C(=O)N1CCCCN1CCN(c2ccccc2)CC1	2.4	1.2	108.0	-21.8	3.5	2.5	21.9	4.8	-5.4	0.7
N#CC(Cc1cccs1)c1nc2ccccc2[nH]1 (stereo not drawn)	0.6	0.5	107.0	-8.2	0.4	6.8	4.4	3.5	-4.0	-0.3
C/C(=N\N)c1c(-c2ccccc2)c2cc(C)ccc2[nH]c1=O	3.6	0.3	105.0	-3.0	1.7	-3.9	16.3	-0.4	-4.0	0.0
O=C(COC(=O)C1CC2C=CC1C2)Nc1ccccc1 (stereo not drawn)	-9.9	-0.2	98.0	2.0	-0.1	12.8	-0.4	2.7	-5.3	-0.2
Cc1nc2sc(-c3ccccc3)cc2c(=O)n1-n1cccc1	-2.9	0.4	95.0	12.9	2.7	5.3	-27.1	-5.5	x	0.6

Continuation.
mol	PDI turbidity	MC4R ag barr	ABCB6 inh MLPCN	Vif inh	m5-HT2A agonist	MC4R antagonist	Cardio protect	Glyco luc inh	CaV13 ICDI inh	aDG glyco act
O=C(C[C@@H]1C/C=C\CCCC(=O)OC[C@@H]2CCCN2C1=O)NCCO	3.7	-2.7	99.0	1.9	8.8	2.1	4.3	-1.4	-10.7	0.3
C=CCn1c(SCC(=O)N2CCN(C(=O)OCC)CC2)nc2c([nH]c3ccccc32)c1=O	-1.9	-2.1	97.0	x	0.5	-19.7	30.3	-1.6	-11.2	-0.6
Cc1ccc(NC(=O)c2cn(-c3cccc(C)n3)cn2)cc1	-10.4	-1.5	96.0	-5.0	-0.3	-6.2	-5.0	-0.2	x	-0.3
CCN1C(=O)[C@@H]2[C@@H](c3ccc(-c4ccc(C(C)=O)cc4)c(OC)c3)N3CCC[C@@]3(C(=O)OC)[C@@H]2C1=O	5.1	-1.8	102.0	x	6.6	7.1	-0.2	2.6	-3.9	0.2
O=C(NC(NC(=S)Nc1cccc(C(=O)O)c1)C(Cl)(Cl)Cl)OCc1ccccc1 (stereo not drawn)	-8.1	0.8	99.0	-13.0	3.9	0.5	-0.3	2.0	-5.1	-0.2
O=C(Nc1ccccc1)N1CCc2scc[n+]2-c2ccccc21	-1.5	-1.5	91.0	x	4.8	-4.0	3.9	1.0	-4.9	0.1
CCN(Cc1nc2ccccc2c(=O)[nH]1)C(=O)c1cc(C2CC2)nn1-c1ccccc1	-4.8	-2.8	97.0	-4.2	-3.6	7.1	15.6	0.8	-4.6	0.1
O=C(O)C1CC=CCC1C(=O)NNc1c(Cl)cc(Cl)cc1Cl (stereo not drawn)	2.4	-0.6	106.0	1.9	-3.0	7.3	5.3	-0.9	-5.6	0.0
Cc1ccc(F)cc1NC(=O)CCc1c(C)[nH]c(=O)c(C#N)c1C	-0.1	-0.9	104.0	2.3	12.5	10.4	13.9	1.6	-2.2	0.2
O=C(Nc1ccc(NC(=O)C2CC2)nc1)c1cccc(F)c1	-4.6	-1.8	89.0	u	-2.4	2.0	4.7	-0.2	-5.8	-0.4
CCc1ccc(S(=O)(=O)Nc2ccc(O)c3ccccc23)cc1	-5.5	-3.7	95.0	8.8	-1.4	7.0	-15.7	7.8	-20.9	1.9
CCOC(=O)COc1cnc2ccccc2n1	24.3	-1.6	104.0	1.9	7.2	4.2	-0.1	2.4	-2.3	-0.2
